PLCg1 inh – PLC-gamma1 (human) inhibition, primary screen; P19174; purified PLC-gamma1, fluorogenic substrate, fluorescence; inhibition, % at 12.2 µM; hit rate 0.84% among 370,000; AID 720700; in the data active = inhibition above about 9.5%
ASAP1 inh – ASAP1 ArfGAP inhibition | inhibition, % at 16.5 µM | ASAP1-stimulated ARF1 GTP hydrolysis, GDP FP detection | hit rate 0.19% among 360,000 | AID 624377; in the data active = inhibition above about 25%;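 note: 0% = vehicle with enzyme and substrate and 100% = no enzyme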
ARFGAP1 inh – rat ARFGAP1 inhibition. Q62848. Arfgap1-stimulated ARF1 GTP hydrolysis, GDP FP detection. inhibition, % at 16.5 µM. hit rate 0.26% among 360,000. AID 651572;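 active = inhibition above a per-plate limit, mean inhibition of low control wells plus 3 SD, cut at about 25% in these data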;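 note: 0% = DMSO wells with enzyme and 100% = wells lacking Arfgap1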
Target sequence (Q62848 1-136 limits assumed): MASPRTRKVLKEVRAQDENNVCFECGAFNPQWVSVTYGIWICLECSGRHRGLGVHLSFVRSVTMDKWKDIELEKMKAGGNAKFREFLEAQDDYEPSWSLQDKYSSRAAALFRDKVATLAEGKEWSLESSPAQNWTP
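Material: rat Arfgap1 catalytic domain, aa 1-136; also added: human ARF1(Δ1-17)-GTP substrate; compound dosing: one concentration, 16.5 µM, DMSO 1.26%; incubation: GTP hydrolysis reaction 2 h at 25 °C; measured by: Tracer-displacement fluorescence polarization with EDTA stop, 620/688 nm; evaluation: % inhibition from polarization; repeats: one replicate per compound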
SIAE inh – inhibitors of human sialic acid acetylesterase SIAE | hit rate 0.69% among 370,000 | Q9HAT2 | inhibition, % at 9.66 µM | SIAE FP-Rh probe binding, fluorescence polarization;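 active = inhibition above a cutoff: mean of compounds within the control limits plus 3 SD of those, cut at about 17% in these data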;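 note: 0% = plate median of compound wells and 100% = probe without SIAE protein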
DDE Tn6 FP inh – DD(E)-Tn6 binding inhibition, primary FP screen. inhibition, % at 8.3 µM. AID 720509. Fibrin DD(E) TRITC-Tn6 fluorescence polarization displacement. P02675. hit rate 0.21% among 370,000;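 active = inhibition above a per-campaign cutoff: mean of compounds within control limits plus 3 SD, cut at about 15% in these data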;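 note: 0% = median of all compound wells on the plate and 100% = blocking peptide control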
DDE Tn7 FP inh – disrupts Tn7 cyclic peptide binding to fibrin D-Dimer-E complex | P02675 | FP displacement of FITC-Tn7 peptide from fibrin DD(E); 0% = median of compound wells per plate | inhibition, % at 8.3 µM | hit rate 0.13% among 370,000 | AID 720508;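 active = inhibition above the mean of compounds falling within the control limits plus 3 SD of them, cut at about 14% in these data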;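 note: 0% = plate median of compound wells and 100% = 10 µM Aha-Tn7 peptide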
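Assay system: human fibrin DD(E) protein / Input: 2 µM fibrin DD(E) / Benchmarks: high control of 10 µM Aha-Tn7 peptide / Measured by: fluorescence polarization of the labelled Tn7 tracer / Medium: Tris buffer with calcium and detergent, pH 7.8 / Timing: 10 min compound pre-incubation, 3 h probe incubation at room temperature / Repeats: one replicate per compound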
ADAM17 inh – ADAM17 inhibition, QFRET primary screen | recombinant ADAM17, EDANS/DABCYL FRET peptide cleavage | inhibition, % at 6.95 µM | hit rate 0.83% among 370,000 | AID 720648;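 active = inhibition above the mean of compounds lying between control limits plus 3 SD, set per campaign, cut at about 8.5% in these data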;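 note: 0% = DMSO-only wells as the low control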
Target sequence (P78536 215-824 limits assumed): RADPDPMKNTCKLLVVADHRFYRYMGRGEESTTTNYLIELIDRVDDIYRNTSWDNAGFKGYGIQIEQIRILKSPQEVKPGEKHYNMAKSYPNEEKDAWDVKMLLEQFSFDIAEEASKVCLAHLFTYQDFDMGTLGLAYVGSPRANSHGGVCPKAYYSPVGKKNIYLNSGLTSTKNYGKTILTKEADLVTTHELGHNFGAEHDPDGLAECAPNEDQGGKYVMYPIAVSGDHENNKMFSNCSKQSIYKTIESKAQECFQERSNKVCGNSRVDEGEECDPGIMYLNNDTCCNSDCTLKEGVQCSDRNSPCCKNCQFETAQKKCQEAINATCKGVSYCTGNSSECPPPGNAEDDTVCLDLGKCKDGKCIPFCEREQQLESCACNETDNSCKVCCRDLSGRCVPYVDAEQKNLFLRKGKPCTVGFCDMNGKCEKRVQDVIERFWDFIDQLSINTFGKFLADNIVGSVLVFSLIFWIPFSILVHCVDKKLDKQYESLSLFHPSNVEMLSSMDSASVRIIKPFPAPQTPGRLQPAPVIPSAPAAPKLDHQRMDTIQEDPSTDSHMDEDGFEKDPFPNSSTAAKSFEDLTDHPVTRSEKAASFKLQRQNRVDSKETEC
PLCb3 inh – blocks human PLC-beta3 enzyme activity | Q01970 | Purified PLC-beta3, fluorogenic substrate, fluorescence | inhibition, % at 12.2 µM | hit rate 0.18% among 370,000 | AID 720704; in the data active = inhibition above about 11%;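 note: 0% = median of compound wells on plate and 100% = full blocker control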
TDP2 inh – TDP2 (human) inhibition, absorbance primary screen | O95551 | recombinant TDP2, T5PNP hydrolysis, p-nitrophenol absorbance 415 nm | inhibition, % at 12.8 µM | hit rate 0.34% among 370,000 | AID 720702;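 active = inhibition above the mean of all tested compounds plus 3 SD, set per campaign, cut at about 25% in these data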;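 note: 0% = DMSO with enzyme and 100% = buffer with substrate but no TDP2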
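System – recombinant human TDP2 · Amount – 120 nM TDP2 per well · Buffer or medium – Mg2+-containing Tris-HCl buffer, pH 7.5 · Reagent – T5PNP substrate, 5 mM · Dosing – 12.8 µM single point, 1% DMSO · Incubation – 2 h at 37 °C · Measured by – epi absorbance · Read-out basis – percent inhibition · Benchmarks – high control without enzyme, low control DMSO plus TDP2 · Repeats – singlicate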
ADAM10 inh – ADAM10 inhibition, QFRET primary screen; recombinant ADAM10, EDANS/DABCYL FRET peptide cleavage, 3 h; inhibition, % at 7 µM; hit rate 0.62% among 370,000;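 active = inhibition above a per-campaign cutoff equal to the mean of compounds falling between control-based bounds plus 3 SD, cut at about 20% in these data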;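 note: 0% = DMSO wells while the 100% control is not disclosed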
Active calls of the source: *; i = inactive; . = no result given.

PLCg1 inh,ASAP1 inh,ARFGAP1 inh,SIAE inh,DDE Tn6 FP inh,DDE Tn7 FP inh,ADAM17 inh,PLCb3 inh,TDP2 inh,ADAM10 inh,Compound
0,13,0,-3,0,-1,-3,1,6,-4,Cc1c(C(c2ccc(O)cc2)c2c(C)n(C)n(-c3ccccc3)c2=O)c(=O)n(-c2ccccc2)n1C
-2,-5,-9,1,-1,-4,1,0,6,-1,Cc1nc(NC(C)C(=O)O)c2nc(C)oc2n1 (stereo not given)
1,7,12,0,2,6,-5,1,3,0,O=C(c1ccc(S(=O)(=O)N2CCC(c3nc4ccccc4[nH]3)CC2)cc1)N1CCOCC1
0,-6,0,4,3,8,-2,-2,10,9,Cc1cc(C)c(C)c(S(=O)(=O)Nc2ccc(O)cc2)c1C
4,9,-5,-16,-7,1,0,-2,0,-2,CC(C)Cn1c(SCC(=O)Nc2cc(Cl)c(Cl)cc2Cl)nc(O)cc1=O
-37,2,26*,-12,-4,-2,-10,-49,-15,-9,CCn1c(SCc2cc(=O)n3ccsc3n2)nc2ccccc21
0,5,-1,8,6,4,-7,1,1,-5,COCCCNC(=O)c1ccc2c(c1)ncn2-c1ccccc1OC
0,-4,-5,1,4,3,-6,-16,-15,3,O=C(COC(=O)c1cc(S(=O)(=O)N2CCCCC2)ccc1N1CCOCC1)c1ccc(F)cc1
2,-6,-6,12,4,2,3,-4,2,4,COc1cc(CNc2ncc(-c3ccc(Br)cc3)n2C)cc(OC)c1OC
-1,-5,24,5,-3,-3,3,-3,5,8,COc1ccc(CNC(=O)CN(Cc2ccc(F)cc2)C(=O)CCC(=O)Nc2nccs2)cc1
-3,-15,-4,-7,-2,-2,-2,0,-8,2,Cn1nnnc1SCC(=O)N(C1CCCCC1)C1CCS(=O)(=O)C1 (stereo not given)
-1,-3,4,-1,2,13,-3,-3,3,5,O=C(COc1ccccc1)NCC(=O)Nc1ccc(S(=O)(=O)NCc2ccco2)cc1
-2,4,-2,-2,9,-13,-3,5,-3,-4,Cc1ccc(CNC(N)=S)cc1
8,12,13,19*,-9,-5,14*,2,-10,35*,C=CCc1cccc(CNc2nc3ccccc3n2CCC)c1O
0,1,-6,-6,2,-6,0,3,-5,7,O=C1CC(=O)C(n2cncn2)C(c2ccc(Cl)cc2)C1 (stereo not given)
-2,-5,-7,-3,-5,1,-5,-5,-4,0,CC(=O)Nc1cccc(-n2nnc(SCC(=O)N(C)c3ccccc3)n2)c1
-1,17,-1,-5,-2,-5,-3,-9,17,-2,CCn1c(SCC(=O)Nc2cc(C)nn2-c2ccccc2)nnc1-c1cccs1
3,3,-4,-9,-4,1,3,2,-5,8,O=C(Cn1nc(-c2ccccc2)ccc1=O)Nc1ccc(NC(=O)c2ccccn2)cc1
1,-4,-4,-1,-5,-2,0,0,-3,-1,COCCNC(=O)c1ccc(CS(=O)(=O)c2ccccc2C)o1
-119,17,2,14,-11,-1,-8,-160,-19,-14,COc1ccc(/C=N/Nc2cc(C)nc3ccc(Br)cc23)cc1
1,1,-3,-5,4,3,-3,5,1,-10,C[C@H](O)[C@@]1(O)CC[C@H]2[C@@H]3CC[C@@H]4C[C@H](O)CC[C@]4(C)[C@H]3CC[C@@]21C
3,-3,-5,7,-3,8,0,-2,7,1,O=S(=O)(NC(CO)Cc1ccccc1)c1ccc(Br)cc1F (stereo not given)
1,-3,9,1,-5,-4,5,-6,1,-4,Cc1ccc(C)c(S(=O)(=O)NC(C)CCc2ccccc2)c1 (stereo not given)
-187,1,15,4,4,-6,-165,-239,6,i,CCOCCCNC(=S)Nc1ccc2nc(N3CCCC3)cc(C)c2c1
4,7,18,-3,1,-6,8.7*,1,4,-2,CCOc1ccc2nc(NC(=O)C3CCN(S(=O)(=O)c4cnc[nH]4)CC3)sc2c1
1,3,3,0,3,-5,-7,-7,9,-4,CC(C)Cc1nn2c(=O)cc(COc3ccc(NC(=O)c4ccco4)cc3)nc2s1
-1,0,-3,-7,-4,1,0,-4,-19,-14,CCCCCCCCN1C(=O)[C@H](CC(=O)N2CCCC2)C[C@@]2(C(=O)OCC)CCCC=C12
5,-1,4,-10,-6,-4,6,15*,-17,7,Cc1cc(C)n(-c2nc3ccccc3c(=O)n2OC2CCCCC2)n1
-2,-16,6,4,-1,-3,2,-11,-8,4,C/C(=N\NC(=O)Cc1ccc(Cl)cc1)c1ccccc1O
-2,8,-3,0,2,6,-3,5,4,-7,O=C1CC(C(=O)O)S/C(=N\NC(=O)c2ccccc2)N1 (stereo not given)

Two compounds picked at random from the list so far, as already listed:
PLCg1 inh,ASAP1 inh,ARFGAP1 inh,SIAE inh,DDE Tn6 FP inh,DDE Tn7 FP inh,ADAM17 inh,PLCb3 inh,TDP2 inh,ADAM10 inh,Compound
1,-3,9,1,-5,-4,5,-6,1,-4,Cc1ccc(C)c(S(=O)(=O)NC(C)CCc2ccccc2)c1 (stereo not given)
-2,-5,-7,-3,-5,1,-5,-5,-4,0,CC(=O)Nc1cccc(-n2nnc(SCC(=O)N(C)c3ccccc3)n2)c1

The main list resumes with the 2 entries that preceded the break.
PLCg1 inh,ASAP1 inh,ARFGAP1 inh,SIAE inh,DDE Tn6 FP inh,DDE Tn7 FP inh,ADAM17 inh,PLCb3 inh,TDP2 inh,ADAM10 inh,Compound
-2,-16,6,4,-1,-3,2,-11,-8,4,C/C(=N\NC(=O)Cc1ccc(Cl)cc1)c1ccccc1O
-2,8,-3,0,2,6,-3,5,4,-7,O=C1CC(C(=O)O)S/C(=N\NC(=O)c2ccccc2)N1 (stereo not given)
1,.,.,0,0,-4,1,3,-6,5,CCCCNC(=O)C[C@H]1C(=O)N(Cc2ccc(OC)cc2)C2=CCCCC[C@@]21C(=O)OC
0,-7,-5,1,11,-3,1,3,0,2,CC(=O)c1cccc(CN2CCN(Cc3ccc(F)cc3)C(CCO)C2)c1 (stereo not given)
6,-5,-9,3,-4,0,-4,-4,-3,-3,CN(C)CCCn1c2c(c(SCC(=O)Nc3ccc4c(c3)OCO4)nc1=O)CCC2
-13,-4,-8,-4,-4,-1,-2,-25,-6,1,COc1cc2c(cc1OC)CN(CC(=O)Nc1ccccc1C(=O)NCc1ccccc1)CC2
1,5,-5,-7,2,-6,-4,-5,3,-5,Cc1ccc(C)c(NC(=O)COC(=O)Cn2c(C)csc2=O)c1
-25,3,-5,41*,-6,0,-8,-44,4,-13,O=C(N/N=C/c1cc(Br)cc(Br)c1O)c1cccc(N2CCCC2=O)c1
9,2,3,-26,-10,-3,7,8,-17,12,COc1cccc(NS(=O)(=O)c2ccc3[nH]cc(C(=O)NCCC(C)C)c(=O)c3c2)c1
-6,4,-4,-10,-1,5,3,-4,0,14,O=C(Nc1nccs1)c1ccc(CSc2nnnn2-c2ccccc2)cc1
-27,-5,-4,1,3,-1,-35,-45,4,-91,O=C(CSc1cccc2cccnc12)N/N=C/c1ccc(F)cc1
2,11,5,2,3,0,-6,-10,-8,-5,CN1CCCC(OC(=O)c2cccc(S(=O)(=O)N3CCCCCC3)c2)C1 (stereo not given)

Arranged by SMILES length (lowest first): part of the list above.
PLCg1 inh,ASAP1 inh,ARFGAP1 inh,SIAE inh,DDE Tn6 FP inh,DDE Tn7 FP inh,ADAM17 inh,PLCb3 inh,TDP2 inh,ADAM10 inh,Compound
1,5,-5,-7,2,-6,-4,-5,3,-5,Cc1ccc(C)c(NC(=O)COC(=O)Cn2c(C)csc2=O)c1
0,-7,-5,1,11,-3,1,3,0,2,CC(=O)c1cccc(CN2CCN(Cc3ccc(F)cc3)C(CCO)C2)c1 (stereo not given)
2,11,5,2,3,0,-6,-10,-8,-5,CN1CCCC(OC(=O)c2cccc(S(=O)(=O)N3CCCCCC3)c2)C1 (stereo not given)
